ABCG2 block = inhibitors of human ABCG2 transporter, ABCB1 counter-screen; IgMXP3 cells, JC-1 efflux, flow cytometry; inhibition, % at 6.6 µM; actives 0.1% (n = 190,000); Q9UNQ0;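 active = inhibition above 80%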;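 note: 0% = DMSO and 100% = nicardipine control wells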
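Test system: IgMXP3 (ABCG2) plus far-red-tagged CCRF-Adr (ABCB1) cells. Reagent: JC-1 dye as substrate. Timing: 10 min exposure at 25 °C with rotation, no wash. Measured by: flow cytometric JC-1 green MFI at 530 nm. Read-out: percent efflux inhibition, scaled nicardipine 100% to DMSO 0%. Control set: nicardipine and DMSO wells.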
Mcl1-Bid inh = Mcl-1/Bid interaction inhibition; TR-FRET Mcl-1/Bid-Dy647 peptide binding, 1536-well; inhibition, % at 21.7 µM; AID 1021; Q07820; actives 0.97% (n = 220,000);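 active = compounds that cut the binding signal by more than half at the single screening dose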;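 note: His-tagged Mcl-1 with europium anti-His antibody binding Bid BH3 peptide; 0% = Mcl-1 plus peptide wells and 100% = peptide-only wells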
Target sequence (Q07820 whole entry, looked up): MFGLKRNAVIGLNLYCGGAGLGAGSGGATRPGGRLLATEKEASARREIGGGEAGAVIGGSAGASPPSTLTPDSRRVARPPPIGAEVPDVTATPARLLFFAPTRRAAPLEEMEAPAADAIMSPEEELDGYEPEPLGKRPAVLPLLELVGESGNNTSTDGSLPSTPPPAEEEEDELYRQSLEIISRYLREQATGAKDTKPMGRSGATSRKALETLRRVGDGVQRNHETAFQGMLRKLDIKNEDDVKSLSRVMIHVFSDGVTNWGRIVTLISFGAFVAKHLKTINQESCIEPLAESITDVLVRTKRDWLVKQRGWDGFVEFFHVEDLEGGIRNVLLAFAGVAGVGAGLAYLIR
Mcl1-Noxa inh = disrupts binding of human Mcl-1 to Noxa peptide; actives 1.5% (n = 220,000); inhibition, % at 21.7 µM; TR-FRET Mcl-1/Noxa peptide binding, 2 h; Q07820;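 active = compounds that cut the protein-peptide binding signal by more than 50% relative to plate controls in a single-dose test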;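 note: His-tagged Mcl-1 with rhodamine Noxa BH3 peptide and terbium anti-His antibody; 0% = Mcl-1 plus Noxa peptide wells and 100% = peptide-only wells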
Avidin fluor = avidin bead compound fluorescence profile | Avidin beads, compound fluorescence 488/530 nm, flow cytometry; stronger effect = higher value | fluorescence (KMESF) at 10 µM | actives 0.38% (n = 220,000) | AID 1775; in the data active = fluorescence above about 47; note: inactives centre near 10
Pf gametocyte = inhibitors of late stage P. falciparum gametocyte viability; P. falciparum stage V gametocytes, ATP luminescence, 24 h; inhibition, % at 10.9 µM; actives 0.065% (n = 150,000); AID 743093;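 active = inhibition above the mean plus 3 SD of compounds within the control limits, set per campaign, cut at about 38% in these data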;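 note: 0% = DMSO wells and 100% = medium only without gametocytes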
RGS8-Gao = human RGS8-Galphao interaction regulation; P09471; response (percent of control binding), % at 10 µM; actives 0.34% (n = 220,000); AID 1423; multiplexed bead flow cytometry, RGS8-Galphao binding; actives lie on both sides; in the data active = response below about 60% or above about 140%; inactive = in between;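 note: Galphao activated as the GDP aluminium fluoride complex binding bead-coupled RGS8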
Target sequence (P09471 whole entry, looked up): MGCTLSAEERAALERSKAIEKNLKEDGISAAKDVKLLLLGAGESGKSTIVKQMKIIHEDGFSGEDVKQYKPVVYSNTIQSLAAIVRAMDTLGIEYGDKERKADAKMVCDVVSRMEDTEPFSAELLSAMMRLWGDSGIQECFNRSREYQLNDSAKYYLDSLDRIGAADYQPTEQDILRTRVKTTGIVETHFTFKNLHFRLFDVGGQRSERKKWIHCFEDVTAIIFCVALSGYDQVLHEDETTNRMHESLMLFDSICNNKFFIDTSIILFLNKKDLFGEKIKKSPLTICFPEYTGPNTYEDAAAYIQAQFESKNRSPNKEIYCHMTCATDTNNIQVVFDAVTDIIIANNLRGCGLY
Bim-Mcl-1 = disrupts Bim peptide binding to human Mcl-1; Q07820; Bead-based flow cytometry, Bim peptide-Mcl-1 binding; inhibition, % at 10 µM; actives 0.1% (n = 190,000); AID 1009; in the data active = inhibition above about 40%;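 note: 0% = no compound tracer wells and 100% = peptide blocker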
ABCB1 inh = blocks JC-1 efflux by human ABCB1 transporter; P08183; CCRF-Adr cells, flow cytometry; inhibition, % at 6.6 µM; actives 0.067% (n = 190,000); AID 1326; in the data active = inhibition above about 40%;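 note: 0% = vehicle and 100% = reference inhibitor; higher value means more JC-1 retained so stronger ABCB1 efflux block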
RGS7-Gao = regulators of human RGS7-Galphao interaction | P09471 | AID 1439 | binding response (% of control), % at 10 µM | actives 0.35% (n = 220,000) | Multiplexed bead flow cytometry, RGS7-Galphao binding; actives lie on both sides; in the data active = binding response below about 49% or above about 150%; inconclusive = no clear call, values can overlap the other calls; inactive = in between;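 note: fluorescent Galphao held in activated GDP-AlF4 state binding bead-coupled RGS7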
RGS4-Gao reg = human RGS4-Galphao interaction regulation. P09471. Multiplexed bead flow cytometry, RGS4-Galphao binding; actives lie on both sides. binding response (% of control), % at 10 µM. actives 0.33% (n = 220,000); in the data active = binding response below about 49% or above about 150%; inactive = in between;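 note: fluorescent Galphao activated with aluminum fluoride binding bead-coupled RGS4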
GSH fluor = compound fluoresces at 488/530 nm on GSH beads. GSH beads flow cytometry, compound fluorescence 488/530 nm; stronger effect = higher value. fluorescence (KMESF) at 10 µM. actives 0.25% (n = 190,000). AID 1776; in the data active = fluorescence above about 89;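 note: glutathione beads carrying GST-tagged Bcl family fusion proteins plus one bare bead set; values are compound well signal with DMSO vehicle wells as background; inactives centre near 16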
Numbers without * were called inactive; ? = inconclusive; · = no result given. Outcome played no part in choosing rows. Share with any hit: about 3.3%.

cpd	Molecule	ABCG2 block	Mcl1-Bid inh	Mcl1-Noxa inh	Avidin fluor	Pf gametocyte	RGS8-Gao	Bim-Mcl-1	ABCB1 inh	RGS7-Gao	RGS4-Gao reg	GSH fluor
1	Cc1ccc(N2C(=O)CC(Nc3ccccc3)C2=O)cc1 (stereo not given)	0.2	-38.9	3.2	7	15.2	104.6	3.0	0.1	100.7	100.9	4
2	COc1ccc(CN2C(=O)c3ccccc3C2C(=O)NCCc2ccccc2)c(OC)c1 (stereo not given)	0.8	-0.4	-3.6	11	2.8	101.5	0.0	1.9	97.5	99.6	69
3	CC[C@H]1OC(=O)C[C@@H](O)[C@H](C)[C@@H](O[C@@H]2O[C@H](C)C[C@H](N(C)C)[C@H]2O)[C@@H](CC=O)C[C@@H](C)C(=O)C=C[C@]2(C)O[C@H]2[C@@H]1C	·	-48.4	-11.4	6	·	94.5	·	·	?	86.8	·
4	CSc1ccccc1NC(=O)COC(=O)c1c[nH]c(=O)[nH]c1=O	·	-7.6	3.3	9	-2.0	100.2	·	·	?	102.0	·
5	CCOC(=O)c1cccc(NS(=O)(=O)c2cnc[nH]2)c1	31.4	-10.0	8.5	28	10.4	98.3	0.0	3.4	94.2	96.1	26
6	Nc1nc2c(C(=O)N3CCOCC3)nnn2c2ccccc12	·	-6.5	-8.9	6	25.1	104.5	·	·	?	109.4	·
7	Cc1cc(Nc2ccc(N3CCOCC3)cc2)c2cccc(C)c2n1	·	-40.1	25.0	6	19.9	101.1	·	·	?	99.2	·
8	Cc1cccc(C(=O)NCc2nnc(SCc3ccc(F)cc3)n2C)c1	-0.4	-29.9	-9.0	11	5.2	108.9	-1.0	0.0	106.1	108.8	16
9	O=C(COC(=O)C1COc2ccccc2O1)Nc1ccc2c(c1)CCC2 (stereo not given)	-1.9	44.1	5.1	14	·	102.9	-1.0	-2.8	101.4	100.2	20
10	CC1(C)NC(=O)N(CCCCSc2ccc(Cl)cc2)C1=O	5.3	-11.8	-5.4	18	19.4	103.0	-1.0	1.4	96.8	103.6	11

The listing continues:
cpd	Molecule	ABCG2 block	Mcl1-Bid inh	Mcl1-Noxa inh	Avidin fluor	Pf gametocyte	RGS8-Gao	Bim-Mcl-1	ABCB1 inh	RGS7-Gao	RGS4-Gao reg	GSH fluor
11	COCCNC(=S)N/N=C(\C)c1cc2ccccc2o1	43.8	-6.0	1.6	13	-13.1	100.7	-2.0	15.9	99.2	102.9	26
12	CCN(CC)CCNC(=O)CCc1nn(C)c(=O)c2ccccc12	0.1	-24.2	-5.6	8	·	100.1	0.0	0.1	107.3	101.4	68
13	Cc1cc(C)n2nc3ccccc3c2n1	1.0	-6.5	15.2	5	·	101.8	-1.0	0.1	100.1	102.3	23
14	CCOc1ccc(NC(=O)COC(=O)CCS(=O)(=O)c2ccc(C)cc2)cc1	1.9	-48.5	8.4	11	4.7	102.3	-1.0	0.6	100.4	100.4	17
15	CCCc1nc(NC(=O)c2ccccc2)nc(NC(=O)c2ccccc2)n1	·	13.8	27.9	6	·	115.8	·	·	?	109.5	·
16	CCOC(=O)c1cccc(NC(=O)CCS(=O)(=O)c2cccc3nsnc23)c1	5.0	-31.7	12.7	7	·	98.7	-1.0	0.6	98.5	101.6	10
17	CC1CCc2[nH]nc(C(=O)O)c2C1 (stereo not given)	3.4	8.7	-2.7	25	-14.0	95.1	0.0	0.4	101.0	98.2	26
18	CCCCn1c(=O)n(C)c(=O)c2c3c(sc21)COC(C)(C)C3	4.3	-52.6	21.2	18	18.3	91.0	0.0	1.0	84.2	82.0	5
19	COc1ccccc1NC(=S)NCCSc1ccc(Cl)cc1	1.8	-42.1	16.6	8	6.1	100.1	-7.0	0.2	103.7	101.6	20
20	COc1cc(/C=C2\CCCc3c2nc2ccccc2c3C(=O)O)cc(OC)c1O	·	-73.0	35.9	4	0.9	103.4	·	·	?	103.6	·

The list continues.
cpd	Molecule	ABCG2 block	Mcl1-Bid inh	Mcl1-Noxa inh	Avidin fluor	Pf gametocyte	RGS8-Gao	Bim-Mcl-1	ABCB1 inh	RGS7-Gao	RGS4-Gao reg	GSH fluor
21	CCOc1cc(O)c(-c2[nH]ncc2-c2nc(C)cs2)cc1CC	·	21.1	2.8	8	14.4	99.5	·	·	?	95.7	·
22	COc1ccc(NS(=O)(=O)c2cc(NC(=O)c3nn(C)c(=O)c4ccccc34)ccc2OC)cc1	-2.3	-10.6	18.6	11	6.7	98.8	0.0	0.2	?	100.7	14
23	CCOC(=O)C(NC(C)=O)C(OC(C)=O)c1cccc(N(CCO)CCO)c1 (stereo not given)	0.8	-6.2	-1.5	6	·	99.5	0.0	0.2	99.3	100.4	27
24	COc1cc(S(=O)(=O)NCc2ccccc2)ccc1F	26.3	-4.8	-6.4	14	-13.2	99.3	-6.0	0.0	98.8	101.3	36
25	CSC(=NC#N)N1CCN(c2cccc(Cl)c2)CC1	5.8	-65.1	-5.8	22	-27.6	96.7	1.0	1.0	96.5	96.5	53
26	Cc1nn(-c2nc3ccccc3s2)c(N)c1-c1ccc(Cl)cc1	-0.8	-11.3	12.9	·	·	·	-1.0	-0.7	·	·	18
27	COc1cc2[nH]c(=S)n(Cc3ccc(C)cc3)c(=O)c2cc1OC	7.9	22.2	8.7	9	2.0	100.6	0.0	0.6	95.6	100.0	24
28	CC(C)CN(C(=O)C(c1ccccc1)c1ccccc1)c1c(N)n(CC(C)C)c(=O)[nH]c1=O	1.7	1.0	-2.3	28	-32.2	118.0	-2.0	1.4	109.6	105.6	9
29	COc1ccc(Nc2oc(-c3ccco3)nc2S(=O)(=O)c2ccc(F)cc2)cc1	-4.3	-79.4	5.6	15	3.7	98.8	-2.0	-0.2	95.9	98.9	15
30	O=C(CCC1CCCC1)N1CCN(C(=O)c2ccco2)CC1	0.4	-18.4	-0.7	23	-17.5	97.0	0.0	-0.1	94.6	103.2	11

More results:
cpd	Molecule	ABCG2 block	Mcl1-Bid inh	Mcl1-Noxa inh	Avidin fluor	Pf gametocyte	RGS8-Gao	Bim-Mcl-1	ABCB1 inh	RGS7-Gao	RGS4-Gao reg	GSH fluor
31	Cc1cc(N2C(=O)C(O)=C(C(=O)c3ccco3)C2c2cccnc2)no1 (stereo not given)	1.6	-24.6	0.3	19	·	116.9	0.0	0.7	108.7	127.8	11
32	Cc1nc2ccccn2c1C(=O)NN=C1CCCC1	1.4	-26.8	8.0	10	3.9	98.9	-2.0	0.4	?	99.0	12
33	CNC(=S)N(C)c1ccccc1	8.2	-27.5	6.6	17	-7.3	102.4	-3.0	0.2	103.4	103.9	18
34	CS(=O)(=O)N(CC(=O)N/N=C/c1cc([N+](=O)[O-])ccc1Cl)c1ccccc1	6.7	-14.3	-0.9	12	-23.6	99.2	-3.0	1.8	102.5	98.9	24
35	Cc1ccc(C)c(S(=O)(=O)N/N=C/c2ccc(N(C)C)cc2)c1	1.6	-57.1	7.8	10	·	99.1	-1.0	0.6	100.1	99.0	13
36	CC1CCCCN1C(=O)C1CCCCN1S(=O)(=O)c1cccc([N+](=O)[O-])c1 (stereo not given)	·	-19.2	-10.4	4	16.9	100.6	·	·	?	99.7	·
37	COc1ccc(OCCC(=O)OCc2c(C)noc2C)cc1	7.0	1.1	11.3	21	·	92.6	0.0	0.7	90.4	82.2	24
38	CCCCC1=CC2=CC(=O)C(C)(OC(=O)c3cnc4ccccc4n3)C(=O)C2=CO1 (stereo not given)	·	-17.3	62.5*	8	·	97.5	·	·	?	91.2	·
39	O=C(O)CCn1c(=O)[nH]c2ccccc2c1=O	2.9	-31.2	16.3	7	·	100.0	0.0	0.3	98.5	99.5	21
40	CC(=O)O/N=C/c1c(Cl)n(C)c2ccccc12	-4.0	-4.1	6.2	10	4.3	101.0	0.0	-1.0	92.8	100.5	13

New compounds follow:
cpd	Molecule	ABCG2 block	Mcl1-Bid inh	Mcl1-Noxa inh	Avidin fluor	Pf gametocyte	RGS8-Gao	Bim-Mcl-1	ABCB1 inh	RGS7-Gao	RGS4-Gao reg	GSH fluor
41	C=CCn1c(SCC(=O)Nc2cc(C)ccc2C)nnc1-c1cnccn1	5.7	-29.0	-4.9	14	·	100.4	2.0	1.0	96.4	93.1	22
42	NC(=O)c1ccc(NCC2COc3ccccc3O2)c([N+](=O)[O-])c1 (stereo not given)	3.4	-14.2	14.4	11	-21.2	103.3	-1.0	0.4	101.6	100.5	16
43	COc1ccccc1COCC(O)CN(Cc1ccco1)Cc1ccccc1O (stereo not given)	41.2	-15.6	24.6	11	-14.4	107.8	-3.0	4.5	101.0	101.6	9
44	CCC(CC)C(=O)Nc1cccc(C(=O)N2CCCCCC2)c1	5.4	-2.7	-3.7	11	·	98.0	-5.0	1.6	100.5	101.5	17
45	Cc1cc(C(=O)CSc2nnnn2-c2ccccc2)c(C)n1CC1CCCO1 (stereo not given)	6.0	-34.2	2.5	11	-17.7	102.9	-1.0	0.7	100.2	98.2	26
46	CCN(c1ccccc1)S(=O)(=O)c1cc(C(=O)Nc2ccc(F)c(F)c2)ccc1F	9.9	-8.5	5.5	10	-22.2	100.3	-4.0	-0.1	107.1	102.8	12
47	CCC1CCc2c(sc(NC(=O)C3c4ccccc4Oc4ccccc43)c2C(N)=O)C1 (stereo not given)	31.4	-1.4	6.4	10	·	100.4	-7.0	3.7	102.5	100.7	11
48	CCn1nnc(-c2ccccc2NC(=O)c2cccc(-n3cnnn3)c2)n1	3.0	46.4	-15.9	35	-23.8	100.3	1.0	0.3	96.9	99.8	14
49	O=C(NCC12CC3CC(CC(C3)C1)C2)c1nn2c(c1Cl)NC(c1ccco1)CC2C(F)(F)F (stereo not given)	·	34.5	10.9	4	·	111.4	-3.0	·	117.6	117.0	17
50	CCn1cc(C(=O)N2CCN(c3ccc(C(C)=O)cc3)CC2)c2cc(OC)c(OC)cc2c1=O	4.4	1.3	-0.3	9	-4.3	101.7	-2.0	0.7	?	102.9	16

Screening results as filed in PubChem.
